Compound activity from PubChem.
NF-kB neuron act: activators of NF-kB expression in neurons, primary screen, cell-based, HTS; 190,000 tested, 1.6% active; AID 1239, 2008; human neuronal cells, NF-kB reporter expression; hits give high values; fold change at 12.5 µM; in the data active = fold change above about 3.3
Diaphorase act: compounds boosting diaphorase resazurin reduction – biochemical, uHTS, resorufin fluorescence, counter-screen for diaphorase-coupled primary assays, primary screen | 190,000 tested, 0.005% active | Diaphorase/resazurin coupled assay, 16 min; hits give high values; 1 = vehicle wells, 0 = NADH-free wells | activation factor at 20 µM | AID 1229, 2008;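 active = diaphorase activity raised at least twofold by the compound at 20 µM; inactive = activation factor below 2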
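Assay system: bacterial diaphorase enzyme (C. kluyveri) / Input: enzyme 0.07 U/mL final / Medium: 50 mM HEPES pH 7.4 with 4.542 mM MgCl2, 0.005% Tween 20 / Doses: single compound dose of 20 µM, 1% DMSO final / Incubation: 16 min enzyme reaction, ambient temperature / Signal: fluorescence, excitation 544 nm and emission 590 nm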
FLuc stim CS: FLuc activators, initial screening, artefact control for FLuc-dependent activation tests, biochemical, ATPlite luminescence. ATPlite luciferase biochemical, 10 min; 0 = ATP-free wells, 1 = DMSO control. activation factor at 10 µM. Luciferin 4-monooxygenase (Photinus pyralis), P08659. 200,000 tested, under 10 active;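 active = luciferase activation factor, scaled between plate controls, of at least 2 with compound at 10 µM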
Target sequence (P08659 whole entry, looked up): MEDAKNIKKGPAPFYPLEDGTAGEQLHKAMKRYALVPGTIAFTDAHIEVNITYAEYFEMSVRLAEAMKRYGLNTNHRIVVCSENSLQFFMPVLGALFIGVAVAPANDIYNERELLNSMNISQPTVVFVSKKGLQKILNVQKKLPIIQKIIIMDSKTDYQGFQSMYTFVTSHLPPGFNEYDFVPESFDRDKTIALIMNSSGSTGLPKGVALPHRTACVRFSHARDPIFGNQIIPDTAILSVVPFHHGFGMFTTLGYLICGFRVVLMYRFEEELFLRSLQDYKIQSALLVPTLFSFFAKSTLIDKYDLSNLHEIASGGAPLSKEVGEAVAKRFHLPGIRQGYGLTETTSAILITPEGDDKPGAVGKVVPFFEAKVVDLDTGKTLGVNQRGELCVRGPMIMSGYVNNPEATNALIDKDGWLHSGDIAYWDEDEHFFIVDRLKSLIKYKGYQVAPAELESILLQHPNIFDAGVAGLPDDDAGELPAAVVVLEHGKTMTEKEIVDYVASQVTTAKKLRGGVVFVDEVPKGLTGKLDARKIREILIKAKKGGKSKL
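Assay system: Luciferase/luciferin detection reagent, cell-free biochemical luciferase assay / Read-out: luciferase activation / Benchmarks: No-ATP low control, compound-free enzyme-plus-ATP high control / Medium: PBS buffer for ATP / Detection: luminescence measurement of luciferase light output / Schedule: 10 min at ambient temperature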
TLR4 MyD88 comp: inhibitors of TLR4-MyD88 association in cells, primary screen, cell-based, HeLa CL3-4, BLA complementation, FRET ratio | Toll-like receptor 4 (Homo sapiens) + Myeloid differentiation primary response protein … | HeLa CL3-4 TLR4/MyD88 BLA complementation | inhibition, % at 8.4 µM | 200,000 tested, 0.18% active; in the data active = inhibition above about 25%;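 note: 0% = vehicle and 100% = reference inhibitor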
G6PDH CS: L. mesenteroides G6PDH inhibitors, counter-screen for G6PDH-coupled screening assays, biochemical, Leuconostoc mesenteroides enzyme | glucose-6-phosphate dehydrogenase [Leuconostoc mesenteroides] | Purified L. mesenteroides G6PDH, diaphorase/resazurin coupled fluorescence, 45 min | inhibition, % at 5 µM | 200,000 tested, 0.12% active; in the data active = inhibition above about 50%
FLuc inh counter: firefly luciferase enzyme inhibitors, primary screen, artefact control for luciferase-based inhibitor screens, biochemical, luminescence, ATPLite. 10 min. inhibition, % at 10 µM. 200,000 tested, 1.5% active. Luciferin 4-monooxygenase (Photinus pyralis), P08659;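 active = inhibition above about 50% when tested at 10 µM, limit read from the data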
Diaphorase inh: diaphorase inhibitors and chemical oxidizers, primary screen, counter-screen for diaphorase-coupled primary assays, biochemical, uHTS, resorufin fluorescence; diaphorase resazurin-to-resorufin fluorescence, NADH, 16 min; bacterial (C. kluyveri) enzyme, not human; inhibition, % at 20 µM; 190,000 tested, 0.69% active; AID 1217, 2008;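 active = primary screen inhibition at 20 µM above a set limit, cut at about 50% in these data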;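 note: plate controls were DMSO with full reaction for no effect and wells lacking NADH for full effect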
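Assay system: diaphorase enzyme from Clostridium kluyveri; Input: enzyme working solution with 0.14 U/mL diaphorase; Timing: 16 min at room temperature; Technique: resorufin fluorescence, excitation 544 nm, emission 590 nm; Benchmarks: positive control minus NADH, DMSO neutral control.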
STAT1 activator: STAT1 signaling activators, primary screen, cell-based, HTS, luciferase reporter; AID 932, 2007; 200,000 tested, 2.6% active; activation (% of control), % at 5.5 µM; NIH 3T3 STAT1-luciferase reporter, IFN-gamma, luminescence; 100% = IFN-gamma alone, no compound;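 active = activation above the screen-wide mean activation plus 3 SD, cut at about 130% in these data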;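 note: raw ratio to IFN-gamma control signal so 100% means no change and 0% no light; values of inactives mirror those of a sister screen read the other way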
APP 5UTR inh: inhibitors of APP translation via 5'UTR reporter, primary screen, APP 5'UTR luciferase, SH-SY5Y cells; inhibition, % at 2 µM; 190,000 tested, 0.82% active; SH-SY5Y APP 5'UTR-luciferase reporter, luminescence;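 active = inhibition above a set limit, derived from the sample mean plus 3 SD, cut at about 45% in these data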; note: values of inactives mirror those of a sister screen read the other way
APP 5'UTR act: activators of APP 5'UTR luciferase reporter, primary screen, SH-SY5Y cells; SH-SY5Y APP 5'UTR luciferase reporter, luminescence; zero percent = DMSO vehicle wells; activation, % at 2 µM; 190,000 tested, 1% active; AID 1276, 2008;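 active = activation above a set limit, based on mean plus 3 SD of controls, cut at about 140% in these data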; note: values of inactives mirror those of a sister screen read the other way
Active calls of the source: *; . = not tested or not shown.

mol,APP 5UTR inh,FLuc stim CS,FLuc inh counter,NF-kB neuron act,Diaphorase inh,Diaphorase act,G6PDH CS,TLR4 MyD88 comp,APP 5'UTR act,STAT1 activator
Cc1ccc(C)c(N2CCN(C(=O)CN(C)S(=O)(=O)c3ccc4c(c3)CCC(=O)N4)CC2)c1,-2,1.1,-8,0.83,1,1,14,0,2,97
Cc1cc(/C=C2/NC(=O)NC2=O)c(C)n1-c1ccc(N2CCOCC2)cc1,-3,1,-4,1,14,0.9,5,10,3,94
COc1cc(C=O)ccc1OCCCOc1ccccc1[N+](=O)[O-],-1,1,-2,2,13,0.9,5,-7,1,130*
CCCCCOc1ccc(C(=O)OCC(=O)Nc2cc(C)c(C)cc2[N+](=O)[O-])cc1,-4,1,-4,0.99,2,1,4,3,4,97
CN(c1ccccc1C(=O)NC1CCCCC1)S(=O)(=O)c1ccccc1,-4,1,-4,2.1,5,1,11,-5,4,93
CSCCC(NC(=O)c1cc(C)oc1C)C(=O)O (stereo not drawn),9,1,-3,1.2,10,0.9,-2,-10,-9,99
Fc1ccc(NC(=S)Nc2ccccc2OC(F)F)cc1Cl,25,1.1,-6,0.7,4,1,-4,-1,-25,93
COc1ccc(N2C(=O)CCC(C(=O)NCCN3CCOCC3)C2c2ccc(OC)c(OC)c2)cc1 (stereo not drawn),-2,1,1,1,16,0.8,13,3,2,97
COc1cccc(CNc2ncc(Br)cc2Br)c1O,-44,0.9,8,2,10,0.9,8,-5,44,96
CCC(C)N1C(=O)CCC1C(=O)NCc1ccc2c(c1)OCO2 (stereo not drawn),-14,1,-3,1.2,17,0.8,2,-5,14,97
COc1ccc(C2CCCN2C(=S)Nc2ccc(C)cc2Cl)cc1OC (stereo not drawn),-14,1.1,-8,1.1,9,0.9,3,-9,14,97
O=[N+]([O-])c1ccc(Oc2ccc(C(F)(F)F)cn2)cc1,8,1,-3,1.4,16,0.8,9,1,-8,142*
O=[N+]([O-])c1ccc(N2CCCC2)cc1NC1CC1,-8,1,-3,1.1,12,0.9,4,-10,8,101
Cc1cc2cc(CNC(=S)NCc3ccccc3)ccc2n1C,14,1.1,-5,1,22,0.8,0,11,-14,98
Cc1cccc(/C=N/c2sc3c(c2C#N)CCN(Cc2ccccc2)C3)c1O,8,1,-3,0.97,16,0.8,-21,6,-8,102
CCOc1cc2c(cc1OCC)C(c1ccccc1)N(c1ccccc1)C(=O)C2 (stereo not drawn),-17,1.1,-8,0.88,16,0.8,9,-2,17,94
O=C(NC1CCCCC1)C1CCN(S(=O)(=O)c2cccc3nsnc23)CC1,-2,1,-4,1.1,9,0.9,2,-7,2,91
CCCCOc1ccc(C(=O)Nc2ccc(S(=O)(=O)Nc3cc(C)on3)cc2)cc1OC,-4,1,-4,1.1,15,0.9,7,7,3,111
O=C(CSc1nnc(-c2ccc(F)cc2)o1)Nc1ccc(S(=O)(=O)N2CCCC2)cc1,0,1,-3,0.67,10,0.9,5,10,0,99
Cc1cccc(NC(=S)NCCO)c1C,-3,1,0,1.4,6,0.9,10,-12,3,106
Cc1cc(C)cc(-n2c(C)cc(/C=N/NC(=O)c3cccc([N+](=O)[O-])c3C)c2C)c1,7,1,-1,1.5,2,1,13,-5,-7,98
Cc1sc(-n2c(C)cc(/C=C3\SC(=S)NC3=O)c2C)c(C#N)c1C,11,1,-2,1.1,43,0.6,3,-2,-11,111
CCOc1cc(/C=C(\C#N)c2nc(-c3cccs3)c(NC(C)=O)s2)ccc1O,41,1,4,0.93,24,0.8,-2,3,-41,98
O=C(CNC(=O)c1ccccc1F)NC1CC1,-6,1.1,-6,0.88,7,0.9,9,-13,6,107
CCOC(=O)c1nnn(-c2nc(OC)nc(N3CCCCC3)n2)c1-c1ccccc1,0,1,-3,0.4,-2,1,-1,-4,0,94
O=C(CSc1ccccn1)Nc1ccc(Cl)c([N+](=O)[O-])c1,-13,1,-4,1.1,9,0.9,0,6,13,108
Cc1ccc(-c2csc3ncnc(OCC(=O)NC(=O)NCc4ccco4)c23)cc1,8,1,1,2.2,20,0.8,6,-3,-8,95
COc1ccc(NC(=O)CCS(=O)(=O)c2ccc3c(c2)CCCN3C(C)=O)cc1Cl,.,1,-4,1.4,18,0.8,5,3,.,101
O=c1c2ccccc2nc(/C=C/c2cccc([N+](=O)[O-])c2)n1CCO,10,1.1,-9,0.37,16,0.8,-22,4,-10,101
CCOc1ccc(S(=O)(=O)N/N=C(\C)C2CCCCC2)cc1,1,1,0,0.97,-1,1,5,2,-1,104
O=C(O)/C(=C\c1ccc(-c2ccc(F)cc2)o1)c1ccccc1,-21,0.9,10,1,19,0.8,2,-2,21,103
CCOC(=O)CSc1nnc(CNC(=O)c2ccc(OC)cc2)n1-c1ccc(OC)cc1,-8,1.1,-5,1.4,17,0.8,5,-3,8,98
Cc1ccc(C)c(S(=O)(=O)N/N=C/c2ccc(F)cc2)c1,-4,1.1,-9,1.1,10,0.9,2,1,4,102
O=C(NC1CCCC1)c1cc2c(ccc3ccccc32)o1,-10,0.9,10,3.4*,16,0.8,6,3,10,137*
Cc1cc(C(=O)N/N=C/c2ccco2)n[nH]1,-22,0.8,19,1.3,-10,1.1,-4,3,22,105
O=C(NCC1CCN(c2ccc(S(=O)(=O)N3CCOCC3)cc2)CC1)c1cccc(Cl)c1,-5,1.1,-9,0.71,17,0.8,-1,6,5,99
CCOc1cccc(SCc2noc(C(=O)NCCOC)c2C(=O)O)c1,-12,1.1,-6,1.2,-6,1.1,0,-19,12,96
CCOC(=O)N1CCN(C(=S)NC(=O)c2c(-c3c(Cl)cccc3Cl)noc2C)CC1,9,1,-4,1,15,0.8,13,-2,-9,84
CC(=O)c1ccc(OCC(=O)NCC(c2ccco2)N2CCCCC2)cc1 (stereo not drawn),-21,1,-1,1.1,-11,1.1,2,-12,21,102
Cc1cccc(Cn2c(SCCN3CCOCC3)nc3c2c(=O)n(C)c(=O)n3C)c1,-38,1.1,-10,0.99,12,0.9,-7,10,38,91
CCOc1ccc2nc(NC(=O)CN3CCOCC3)sc2c1,10,0.4,61*,1.2,2,1,10,-22,-10,118
COC(=O)N/N=C\c1c(C)nn(-c2ccccc2)c1Cl,-20,0.8,23,1.5,15,0.9,-6,4,20,127
COCCNc1nc(N)c([N+](=O)[O-])c(NCC2CCCO2)n1 (stereo not drawn),19,1.1,-5,1,-1,1,0,-18,-19,99
COc1ccc(-n2c(=O)c3c4c(sc3n3c(C)nnc23)CC(C)CC4)cc1 (stereo not drawn),12,.,.,.,.,.,.,1,-12,100
COc1ccc(OC)c(C2CC(=O)Nc3c2c(=O)[nH]c2ncnn32)c1 (stereo not drawn),-19,1,-3,1.3,1,1,12,-1,19,93
Cc1cccc(N/C=C/C(=C(C#N)C#N)N(C)C)c1,-10,1.1,-5,1.1,10,0.9,-9,-4,10,98
CC1=CC(=O)C=C(C)C1=NOC(=O)c1cccc([N+](=O)[O-])c1,28,1.1,-7,0.97,16,0.8,2,-10,-28,91
COc1ccccc1NC(=O)C(=O)N/N=C(\C)CC(=O)Nc1ccc(OCc2ccccc2)cc1,-2,1,-4,1.2,4,1,-1,-2,2,103
O=C(O)CSc1c[nH]c2ccccc12,20,1,-5,1.1,15,0.9,-3,-12,-20,92
Cc1ccc(Cn2nnc3c(=O)[nH]c(C4CCN(S(=O)(=O)c5ccccc5)CC4)nc32)cc1,4,1.1,-12,1.1,20,0.8,12,1,-3,105
Cc1[nH]n(-c2ccccc2)c(=O)c1N=Nc1ccc2c(c1)OCO2,-58,1,2,2,2,1,2,-4,57,99
COC(=O)/C=C/C(=O)Nc1cccc(C(F)(F)F)c1,-3,1.1,-7,0.85,17,0.8,0,19,3,105
CCOC(=O)C1CCN(C(c2cc3ccc(C)c(C)c3[nH]c2=O)c2nnnn2C2CCCCC2)CC1 (stereo not drawn),-1,1,-1,1,20,0.8,1,-19,1,100
O=C(COc1cccc2ccccc12)NNC(=O)C1CCCO1 (stereo not drawn),-8,1,-4,1,17,0.8,-6,-1,8,102
CC(C)NC(=O)CCn1c(=S)oc2ccccc21,17,1,-3,1.1,3,1,3,-6,-17,98
CC(C)C(=O)N1C2CCC1CC(O)(c1ccc(F)cc1)C2 (stereo not drawn),-5,1.1,-9,0.9,11,0.9,4,10,5,107

Following part:
mol,APP 5UTR inh,FLuc stim CS,FLuc inh counter,NF-kB neuron act,Diaphorase inh,Diaphorase act,G6PDH CS,TLR4 MyD88 comp,APP 5'UTR act,STAT1 activator
Cc1ccc(/C=N/N2C(=S)SC(C)(C)C2N(O)C(=O)Nc2ccc([N+](=O)[O-])cc2)cc1 (stereo not drawn),-11,1.1,-9,0.58,20,0.8,1,9,11,110
COc1cccc(-n2c(SCC(=O)NCc3cccs3)nc3ccccc3c2=O)c1,-2,1,-2,0.99,-5,1,2,-9,2,101
Cc1csc(NC(=O)CSc2nnc(CCNC(=O)c3cccs3)n2C)n1,-28,1,0,1.6,-17,1.2,7,-9,28,100
O=C(O)CCS(=O)(=O)c1ccc(-c2ccccc2)cc1,3,1,-4,1.1,12,0.9,6,-15,-3,91
Cc1ccc(S(=O)(=O)N(C)Cc2nc(-c3ccncc3)no2)cc1,-7,1.1,-7,0.6,10,0.9,5,-5,7,96
CCOc1ccc(CC(=N)C2=C(O)CC(C)(C)CC2=O)cc1OCC,8,1.1,-7,0.83,6,0.9,-10,-8,-8,101
CC(=O)c1ccccc1OC(=O)CCN1C(=O)c2ccccc2C1=O,-4,1,0,1.1,10,0.9,2,-2,4,95
CN(CC(=O)Nc1ccccc1Cl)C(=O)COC(=O)CNC(=O)c1ccc(Br)o1,-12,.,.,.,.,.,.,2,12,92
CCC(C)NCCOCCOc1ccccc1-c1ccccc1 (stereo not drawn),-6,1.1,-8,1.2,10,0.9,3,-1,6,99
